PKM2 activator = PKM2 (human) enzyme activation; AID 1631; purified PKM2, Kinase-Glo ATP luminescence, activation; response scale: 0% is enzyme alone, no compound; Potency, µM (series often up to 57.5 µM), without a hit: top-dose activation, most hits filed as activators; 0.34% of 260,000 active; further: potency means the concentration at half of the fitted maximal effect; on the % scale 0 is the no-effect control and ±100 the full control effect; nearly all actives have a fitted effect of over 55% in size
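Purified hPK-M2 (>95%) run at intermediate activity with 0.1 mM ADP and 0.5 mM PEP in 50 mM imidazole pH 7.2, KCl, MgCl2; 1 h room temperature. ATP formed read by Kinase-Glo luminescence; normalized to uninhibited and no-enzyme controls.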
MBNL1 CUG block = blocks human MBNL1 binding to CUG repeat RNA; 0.036% of 280,000 active; TR-FRET MBNL1-His/biotin-(CUG)12 binding, 665/545 ratio; AID 2675; Potency, µM (titrated, usually from 57.5 µM), for the others: at the top dose activity change, negative = inhibition, most hits filed as inhibitors; Q9NR56; active means well fitted inhibition curve with a large enough effect in the signal ratio, with a control signal flat, not every such curve was filed as active; inconclusive means small, poorly fitted or top-dose-only effect, or effect the other way, or a change in a side signal; inactive means no such curve, though single readings can be large or run the other way; the % refers to the signal ratio; further: potency means the concentration at half of the fitted maximal effect; on the % scale 0 is the no-effect control and ±100 the full control effect
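Ratiometric TR-FRET (665 over 545 nm, excitation 340 nm) tracks disruption of MBNL1-His/biotin-(CUG)12 complex after 60 min at room temperature, with compounds at 92 nM to 58 uM final.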
VP16 counter = inhibits Gal4-VP16 luciferase reporter, ROR gamma counter-screen. 3.5% of 310,000 active. AID 2546. Drosophila S2 Gal4-VP16 UAS-luciferase, luminescence, 20 h. Potency, µM (titrated, usually from 53.6 µM), inactives show at the highest dose activity, negative = inhibition, hits mostly inhibitors;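 further: Gal4-VP16 expression switched on by copper sulfate through the metallothionein promoter; potency means the concentration at half of the fitted maximal effect; on the % scale 0 is the no-effect control and ±100 the full control effect; nearly all actives have a fitted effect of over 50% in size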
Menin MLL FP TR = displaces Texas Red mutant MLL peptide from human menin; O00255; Menin + Texas Red MLL mutant peptide, fluorescence polarization; Potency, µM (doses to about 61.6 µM), for inactives: at the highest dose FP activity change, negative = inhibition, usual class: inhibitors; 0.23% of 270,000 active; active means well fitted inhibition curve with a large enough effect in the polarisation, with a control signal flat, not every such curve was filed as active; inconclusive means small, poorly fitted or top-dose-only effect, or effect the other way, or a change in a side signal; inactive means no such curve, though single readings can be large or run the other way; the % refers to the polarisation; further: potency means the concentration at half of the fitted maximal effect; % of control where 0% means no effect; many of its hits are not listed in these tables
FLuc counter = inhibits or activates purified firefly luciferase, miR-21 counter-screen. Potency, µM (series often up to 57.5 µM), for the others: top-dose activity change, negative = inhibition, usual class: inhibitors. P08659. purified FLuc, Km substrates, luminescence inhibition. AID 588342. 6.9% of 360,000 active;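 further: potency means the concentration at half of the fitted maximal effect; plate controls were vehicle for no effect and reference inhibitor for full effect; nearly all actives have a fitted effect of over 55% in size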
Target sequence (P08659 whole entry, looked up): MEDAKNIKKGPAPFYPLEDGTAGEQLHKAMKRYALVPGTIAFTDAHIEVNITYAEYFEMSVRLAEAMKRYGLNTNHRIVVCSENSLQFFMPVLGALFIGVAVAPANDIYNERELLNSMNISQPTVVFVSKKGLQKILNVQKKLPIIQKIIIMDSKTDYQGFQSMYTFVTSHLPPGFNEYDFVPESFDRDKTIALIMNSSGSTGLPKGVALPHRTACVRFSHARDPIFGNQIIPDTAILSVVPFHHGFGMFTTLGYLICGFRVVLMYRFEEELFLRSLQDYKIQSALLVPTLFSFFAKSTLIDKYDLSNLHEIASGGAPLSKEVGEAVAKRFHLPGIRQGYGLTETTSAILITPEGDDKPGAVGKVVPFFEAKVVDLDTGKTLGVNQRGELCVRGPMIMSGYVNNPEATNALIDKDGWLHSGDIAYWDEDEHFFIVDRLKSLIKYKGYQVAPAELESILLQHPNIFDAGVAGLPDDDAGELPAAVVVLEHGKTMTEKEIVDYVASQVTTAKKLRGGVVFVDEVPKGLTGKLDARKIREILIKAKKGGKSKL
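Biochemical qHTS of compounds, final roughly 60 µM downward over six points, against 10 nM purified firefly luciferase using Km concentrations of substrates (10 uM D-luciferin, 10 uM ATP) in Tris acetate pH 7.5 buffer; luminescence output.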
NPC1 prom act = activates the NPC1 promoter | Huh7 NPC1 promoter luciferase reporter, 24 h | Potency, µM (titrated, usually from 9.22 µM), for inactives: top-dose activation, hits mostly activators | 2.4% of 320,000 active | AID 485313;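 further: potency means the concentration at half of the fitted maximal effect; % of control where 0% means no effect; nearly all actives have a fitted effect of over 60% in size; reporter is driven by a mutant NPC1 promoter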
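Cells: Huh7 expressing luciferase under the NPC1 promoter, 1500/well. Seeded 2 h, compound added, incubated 24 h at 37 °C. Luciferase reagent, 10 min ambient, then luminescence.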
RORg inh = ROR gamma (mouse) transcription inhibition | P51450 | Potency, µM (top dose mostly 53.6 µM), for the others: at the top dose activity change, negative = inhibition, hits mostly inhibitors | 5.4% of 310,000 active | Drosophila S2 Gal4-RORgamma UAS-luciferase reporter, 20 h | AID 2551; further: potency means the concentration at half of the fitted maximal effect; on the % scale 0 is the no-effect control and ±100 the full control effect; nearly all actives have a fitted effect of over 60% in size
Target sequence (P51450 whole entry, looked up, the tested form may be a part): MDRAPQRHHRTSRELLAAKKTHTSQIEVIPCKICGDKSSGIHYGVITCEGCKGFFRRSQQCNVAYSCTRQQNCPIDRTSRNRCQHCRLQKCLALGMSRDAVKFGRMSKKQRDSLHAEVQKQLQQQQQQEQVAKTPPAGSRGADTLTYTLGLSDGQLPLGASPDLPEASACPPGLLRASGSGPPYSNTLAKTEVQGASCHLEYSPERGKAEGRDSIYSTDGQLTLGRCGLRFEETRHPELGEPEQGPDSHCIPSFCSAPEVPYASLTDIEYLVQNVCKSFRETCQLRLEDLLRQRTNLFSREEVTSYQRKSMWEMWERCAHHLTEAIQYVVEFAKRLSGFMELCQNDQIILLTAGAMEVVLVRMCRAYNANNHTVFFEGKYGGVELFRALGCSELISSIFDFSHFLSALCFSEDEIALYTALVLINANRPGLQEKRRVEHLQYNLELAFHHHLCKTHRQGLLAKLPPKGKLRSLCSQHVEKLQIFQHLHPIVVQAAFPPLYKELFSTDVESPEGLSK
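Schneider cells (Drosophila), stable Gal4 DBD–ROR gamma + UAS-luc; 1 hr cmpd preincubation; Cu2+ induction 700 uM final; 20 hr ambient; luminescence.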
Mito fusion yeast = mitochondrial division inhibition or fusion activation. S. cerevisiae fusion-defective mutant growth rescue, CellTiterGlo 48 h. Potency, µM (series often up to 46.1 µM), without a hit: top-dose growth rescue (activation), most hits filed as activators. 0.23% of 320,000 active;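 further: potency means the concentration at half of the fitted maximal effect; % of control where 0% means no effect; nearly all actives have a fitted effect of over 45% in size; temperature-sensitive fusion mutants such as fzo1-1 at 37 °C on non-fermentable ethanol glycerol medium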
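Compounds are tested for their ability to restore growth of mitochondrial fusion-defective yeast strains at non-permissive 37C in YPEG medium over 48 hours. Viability is quantified by luciferase luminescence.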
KCNH2 3.1 block = inhibitors of human KCNH2 3.1 potassium channel isoform; U2OS KCNH2 3.1, thallium flux FluxOr; hits give low values; activity change, % (tested at about 1.8 µM); 0.95% of 340,000 active; AID 720553;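 active means maximum activity change below -70%; inconclusive means maximum activity change from -70% to -50%; inactive means maximum activity change above -50%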;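 further: thallium influx rate constant from kinetic fluorescence after stimulation buffer; on the % scale 0 is the no-effect control and ±100 the full control effect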
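We transduce U2OS cells with the mutant 3.1 virus, culture them overnight, load FluxOr with Red40 quencher for 45 min, then add stimulation buffer and read kinetically for 2 min to derive a normalized rate constant.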
Rab9 prom act = activators of Rab9 promoter | 2.8% of 320,000 active | Potency, µM (titrated, usually from 9.22 µM), without a hit: at the highest dose activation, negative = inhibition, hits mostly activators | AID 485297 | Huh7 Rab9 promoter-luciferase reporter, luminescence, 24 h; further: potency means the concentration at half of the fitted maximal effect; % of control where 0% means no effect; nearly all actives have a fitted effect of over 60% in size
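Huh7 cells stably carrying Rab9 promoter–luciferase reporter, plated 1500 cells/well, compound added after 2 h and incubated 24 h at 37 °C; luciferase luminescence then read after 10 min with detection reagent.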
ELG1 repair inh = blocks ELG1-dependent DNA repair in HEK293T cells; 2.3% of 330,000 active; Potency, µM (doses to about 46.1 µM), for the others: at the top dose activity change, negative = inhibition, actives largely listed as inhibitors; HEK293T ELG1-luciferase reporter, luminescence, 16 h; DNA damage induced by 5-fluorouridine; further: potency means the concentration at half of the fitted maximal effect; on the % scale 0 is the no-effect control and ±100 the full control effect; nearly all actives have a fitted effect of over 55% in size
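Overnight (16 hr) co-exposure of 2,000 cells/well to 5-fluorouridine and compound at 37 °C preceded detection. Luciferase was quantified via ONE-Glo luminescence; loss of signal denotes inhibition.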
An asterisk follows results filed as active; u = inconclusive; x = no result given; [ ] = remark or other dose. Unless noted, the call rests on the fitted dose curve; in most records, active means well fitted curve in the direction sought with a large enough effect; inconclusive means small, poorly fitted or top-dose-only effect, or another doubt; inactive means no such curve, though single readings can be large; an effect the other way counts as inactive or inconclusive.

SMILES	PKM2 activator	MBNL1 CUG block	VP16 counter	Menin MLL FP TR	FLuc counter	NPC1 prom act	RORg inh	Mito fusion yeast	KCNH2 3.1 block	Rab9 prom act	ELG1 repair inh
O=C1CC(Cc2ccc(Br)cc2)C(=O)N1c1ccccc1 (centres undefined)	-1.9%[11.5 µM]	-4.2%	-5.0%	7.3%	0.9%	-5.7%	11.3%	2.8%	0.5	1.2%	3.4%
COc1cccc(NC(=O)CN(C)C(=O)c2ccc3c(c2)S(=O)(=O)N=C2CCCCCN23)c1	x	x	x	x	u	-1.3%	x	-8.7%	6.7	-3.9%	12.9%
COc1cc2c(C(=O)NCCCN3CCN(c4cccc(Cl)c4)CC3)cn(C)c(=O)c2cc1OC	-3.0%	-11.6%	-13.2%	u	1.1%	0.5%	32.0%	-0.7%	-8.7	1.5%	-13.0%
Cc1ccc(SCC(=O)NCCCc2ccccc2)cc1	-38.2%	0.0%	7.5%	4.3%	-2.5%	-4.9%	5.6%	0.4%	13.3	-0.2%	u
COc1ccc(S(=O)(=O)/N=C2/NC(=O)/C(=C/c3ccco3)S2)cc1	2.6%	22.5%	-8.9%	34.5%[activator]	-1.1%	-0.2%	-11.1%	0.6%	x	-4.6%	-5.3%
CCC(C(=O)N/N=C/c1cccnc1)c1ccccc1 (centres undefined)	-2.5%	-5.3%	3.5%	x	-14.9%	20.1%	28.6%	-2.8%	-1.4	4.2%	-3.7%
Cc1ccccc1NC(=O)c1ccc(Cl)c(NC(=O)c2cccnc2)c1	4.4%	2.8%	-3.1%	11.8%	3.7%	-3.6%	-1.7%	7.0%	x	-9.5%	-4.9%
CCOc1cc(/C=N/NC(=O)C(N)=O)cc(Br)c1O	-13.0%	u	2.2%	2.3%	0.0%	1.8%	4.1%	-4.5%	-6.1	-5.8%	u
Cc1ccccc1N(C(=O)c1ccco1)C(C(=O)NC1CCCC1)c1cccnc1 (centres undefined)	x	-1.7%	-4.3%	x	4.5%	0.3%	3.6%	-2.7%	-20.7	-1.5%	-0.7%
O=C(CN(C(=O)CCC(=O)Nc1ccccn1)c1ccc(F)cc1)NCCc1ccccc1	4.7%	-13.7%	2.8%	-9.2%	3.3%	-11.6%	u	2.1%	18.0	-0.1%	7.4%
CC1(C)CC(=O)C(C(O)c2cccc([N+](=O)[O-])c2)C(C)(C)N1 (centres undefined)	-3.1%	25.7%	2.5%	15.5%	5.8%	-7.3%	21.8%	2.2%	2.3	-6.3%	3.8%
Cc1ccc(C)c(NC(=S)N(CCN(C)C)C(C)c2ccccn2)c1 (centres undefined)	-0.6%	-3.2%	1.3%	-11.9%	0.6%	0.3%	u	8.4%	4.9	-1.5%	8.4%
COCCn1c(C)cc(C(=O)CSc2ncn[nH]2)c1C	-1.1%	-0.8%	-6.1%	-18.9%	u	3.8%	38.2%	-1.4%	-22.2	28.9%	u
CCCNC(=O)C(=O)Nc1ccc2c(c1)N(S(=O)(=O)c1cccs1)CCC2	x	x	x	x	7.4%	-25.1%	x	7.6%	-2.2	-22.2%	3.26µM*
COc1cccc(NC(=O)CSc2nnc(CNC(=O)c3ccccc3)n2C)c1	-3.1%	-5.6%	8.8%	10.7%	u	x	-6.2%	-4.1%	22.1	x	x
Cc1ccc(S(=O)(=O)N(C)C)cc1NC(=O)CN1C(=O)NC2(CCCc3ccccc32)C1=O (centres undefined)	0.0%	x	0.6%	11.0%	-1.1%	-1.7%	34.4%	-5.1%	-18.7	1.7%	-17.7%
O=C(COCc1cc(-c2ccc3c(c2)OCO3)on1)N1CCN(c2ccccc2)CC1	x	4.8%	5.1%	x	u	-0.5%	4.6%	3.7%	-22.8	3.9%	17.4%
COc1ccc(-c2csc(-c3cc4ccccc4oc3=N)n2)cc1	-0.2%	4.4%	2.6%	u	5.36µM*	1.2%	35.6%	-2.0%	2.8	-0.3%	20.6%
O=C(CCN1C(=O)/C(=C/c2cccs2)SC1=S)Nc1cccc(C(=O)O)c1	4.4%	u	-16.7%	u	u	2.9%	-1.5%	5.2%	-10.8	0.0%	-7.9%
O=C(OCCN1CCCC1=O)c1cc(F)c(F)c(F)c1F	8.3%	-3.0%	-0.6%	-0.6%	-0.4%	-4.8%	-21.7%	-1.7%	1.6	-3.3%	0.6%
CCOc1ccc(NC(=O)COc2ccccc2C(=O)NCc2ccccc2)cc1	x	x	x	x	-0.1%	0.5%	x	4.0%	-30.7	-10.0%	u
CCC(Sc1nc2ccccc2o1)C(=O)O (centres undefined)	2.2%	-9.3%	2.5%	-0.4%	u	-1.3%	-14.9%	3.6%	1.1	5.4%	11.6%
CCOC(=O)N1CCN(C(=O)CSc2ccc3nnc(CCNC(=O)c4ccccc4)n3n2)CC1	1.0%	-9.8%	1.9%	-3.5%	-1.9%	-0.9%	-0.2%	-1.3%	10.7	-1.6%	-4.8%
CC(=O)c1cc2c(C)c(C(=O)c3ccccc3)oc2cc1O	10.5%	x	u	20.4%	0.536µM*	3.98µM*	u	8.9%	-7.2	1.58µM*	u
Cc1nc2ccccc2n1CC(O)Cn1c2ccccc2c2ccccc21 (centres undefined)	3.6%	-8.3%	u	0.6%	-11.7%	-1.2%	u	15.0%	6.3	-2.5%	-6.2%
CCCCC(=O)NC(=S)NNC(=O)c1ccc(Cl)cc1Cl	4.9%	1.2%	-12.5%	-1.3%	-16.7%	-1.7%	11.2µM*	0.5%	6.2	-3.9%	u
COc1ccc(C(=O)N2CCC(C(=O)Nc3ccc4c(c3)OCCO4)CC2)cc1	11.0%	10.1%	21.1%	-11.9%	u	1.3%	31.7%	0.6%	4.7	8.4%	u
Cc1cccc(NC(=S)N2CCCCC2)c1	-0.6%	-4.9%	17.8µM*	4.8%	-18.6%	4.8%	u	-8.8%	1.9	1.0%	23.7%
CCOc1cccc2cc(-c3nnc(NCc4ccco4)s3)c(=O)oc12	0.8%	u	4.1%	18.1%	u	u	-3.2%	4.8%	9.1	18.4%	-8.0%
CCN(CC(=O)Nc1cccc(OC)c1)C(=O)c1cccc(S(=O)(=O)N2CCc3ccccc32)c1	x	x	x	x	-9.6%	-0.7%	x	-1.5%	0.3	2.0%	-11.2%
CCCC[n+]1ccn(-c2nc3ccccc3nc2[N-]S(=O)(=O)c2ccccc2)c1	11.4%	u	-0.1%	-7.9%	1.9%	0.1%	27.5%	-1.6%	-2.6	-8.2%	12.1%
O=C(Nc1cccc(NC(=O)C2CC2)n1)C1CC1	7.2%	-32.5%	-1.0%	-8.1%	2.6%	-2.2%	-1.6%	-2.6%	-10.2	-5.3%	9.2%
O=C(O)c1cccc(Cn2c(Cl)c(/C=N/NC(=O)c3ccco3)sc2=O)c1	x	u	2.6%	-3.5%	6.2%	-3.7%	2.4%	-0.7%	8.8	-2.3%	-0.2%
COc1ccc(/C=C/C(=O)c2ccc([N+](=O)[O-])o2)cc1	x	x	x	x	-14.6%	-34.7%[inhibitor]	x	-15.6%	20.1	-43.1%[inhibitor]	u
CC(C)(C)NC(=O)NC(=O)COC(=O)c1cccc(NS(=O)(=O)c2ccc(F)c(F)c2)c1	11.2%	1.1%	-18.7%	11.8%	-0.2%	-1.3%	u	1.4%	-5.2	-0.4%	u

Whole records, quoted from the list. Screens in order: PKM2 activator | MBNL1 CUG block | VP16 counter | Menin MLL FP TR | FLuc counter | NPC1 prom act | RORg inh | Mito fusion yeast | KCNH2 3.1 block | Rab9 prom act | ELG1 repair inh
CCCC[n+]1ccn(-c2nc3ccccc3nc2[N-]S(=O)(=O)c2ccccc2)c1 is entered as 11.4% | u | -0.1% | -7.9% | 1.9% | 0.1% | 27.5% | -1.6% | -2.6 | -8.2% | 12.1%
CC(=O)c1cc2c(C)c(C(=O)c3ccccc3)oc2cc1O is entered as 10.5% | x | u | 20.4% | 0.536µM* | 3.98µM* | u | 8.9% | -7.2 | 1.58µM* | u
O=C(O)c1cccc(Cn2c(Cl)c(/C=N/NC(=O)c3ccco3)sc2=O)c1 is entered as x | u | 2.6% | -3.5% | 6.2% | -3.7% | 2.4% | -0.7% | 8.8 | -2.3% | -0.2%

High-throughput results (PubChem BioAssay)

The list is partial; the hit share may differ from the screen's.
